AmpC inh det: inhibitors of E. coli AmpC beta-lactamase with detergent. P00811. purified AmpC, nitrocefin hydrolysis with detergent. Potency, µM (series often up to 28.7 µM), for inactives: at the highest dose activity change, negative = inhibition. actives 0.09% (n = 71,000); active means well fitted curve in the direction sought with a large enough effect
Target sequence (P00811 whole entry, looked up): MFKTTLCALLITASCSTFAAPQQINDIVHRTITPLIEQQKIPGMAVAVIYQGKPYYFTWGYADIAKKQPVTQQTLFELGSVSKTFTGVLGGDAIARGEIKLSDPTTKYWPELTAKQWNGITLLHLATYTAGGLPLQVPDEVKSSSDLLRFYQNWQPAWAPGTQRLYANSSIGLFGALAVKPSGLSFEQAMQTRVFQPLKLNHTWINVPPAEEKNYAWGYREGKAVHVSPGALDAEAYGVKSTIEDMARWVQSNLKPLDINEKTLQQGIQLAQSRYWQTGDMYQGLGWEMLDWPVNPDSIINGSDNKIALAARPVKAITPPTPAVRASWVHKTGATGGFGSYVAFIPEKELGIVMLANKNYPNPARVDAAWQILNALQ
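E. coli AmpC (5.3 nM) in 20 mM phosphate pH 7.0 with 0.01% Triton X-100, preincubated 15 min RT with compound; nitrocefin (2 uL of 800 uM stock) hydrolysis followed by 480 nm absorbance every 20 s over 4 min.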
Starred values were filed as active, the others as inactive; [ ] = remark or other dose. On the % scale 0 is the no-effect control and ±100 the full control effect; potency means the concentration at half of the fitted maximal effect. An excerpt; count on the stated rates, not on these rows.

SMILES | AmpC inh det
CN(CCCNC(=O)c1ccc(N2CCCC2=O)cc1)c1ccccc1 | -3%
CCOC(=O)C1CCN(C(=O)COc2cccc(C)c2)CC1 | 12%
COCCNC(=O)c1cc2c(=O)n3cccc(C)c3nc2n(Cc2ccncc2)c1=N | -4%
Nc1c(C(=O)OCC2CCCO2)c2nc3ccccc3nc2n1Cc1cccs1 (stereo not drawn) | 12%
CN1CCc2nc(N)nc(-c3nc(N)nc4c3CN(C)CC4)c2C1 | 0%[5.75 µM]
CCc1ccccc1 | 22%
Clc1ccc(Cc2nn3c(-c4ccncc4)nnc3s2)cc1 | 2%
CCn1c(=O)n(CC)c2cc(S(=O)(=O)N3CCOCC3)ccc21 | -3%
CC1=CC(C)(C)Nc2cc(C)c(C)cc21 | 0%
C=CCOc1cccc(C2C(C(=O)c3ccc(C)o3)=C(O)C(=O)N2CCN(C)C)c1 (stereo not drawn) | 1%
Cc1nc(SCC(=O)Nc2ccc(F)cc2)c2oc3ccccc3c2n1 | 13%
CCOC(=O)c1sc(NC(=O)COC(=O)Cn2cnc3ccccc32)c(C(=O)OCC)c1C | 0%
Cc1cccc(N2CCN(C(=O)CCNS(=O)(=O)c3ccc4c(c3)CCC(=O)N4)CC2)c1C | -7%
Cc1noc(C)c1-c1cncnc1N(C)Cc1ccco1 | 8%
COc1ccc(NC(=O)c2cccc(NC(=O)C3C4CC5OC(=O)C3C5C4)c2)c(OC)c1 (stereo not drawn) | -3%
Cc1nc2ccccc2n1CC(=O)N1CC(=O)Nc2ccccc21 | -2%

7 structures out of the list, arranged by count of non-hydrogen atoms, low to high.
SMILES | AmpC inh det
Cc1noc(C)c1-c1cncnc1N(C)Cc1ccco1 | 8%
Clc1ccc(Cc2nn3c(-c4ccncc4)nnc3s2)cc1 | 2%
Cc1nc2ccccc2n1CC(=O)N1CC(=O)Nc2ccccc21 | -2%
Cc1nc(SCC(=O)Nc2ccc(F)cc2)c2oc3ccccc3c2n1 | 13%
C=CCOc1cccc(C2C(C(=O)c3ccc(C)o3)=C(O)C(=O)N2CCN(C)C)c1 (stereo not drawn) | 1%
COc1ccc(NC(=O)c2cccc(NC(=O)C3C4CC5OC(=O)C3C5C4)c2)c(OC)c1 (stereo not drawn) | -3%
CCOC(=O)c1sc(NC(=O)COC(=O)Cn2cnc3ccccc32)c(C(=O)OCC)c1C | 0%

(listing goes on)
SMILES | AmpC inh det
Cc1[nH]nc2c1C(c1ccccn1)N(c1ccc(Br)cc1)C2=O (stereo not drawn) | -1%
Cc1cccc(-c2noc(CN(C(=O)c3c(-c4ccccc4Cl)noc3C)C(C)C)n2)c1 | 12%
Cc1cc(C)c2c(CN3CCN(C/C=C/c4ccccc4)CC3)cc(=O)oc2c1 | -2%
Cc1cc(NCCOCCO)n2ncc(-c3ccc(Cl)cc3)c2n1 | -1%
COC(=O)c1nc(N)sc1-c1ccccc1 | 0%
CC(C)CN1CCCC2(CCN(S(=O)(=O)c3ccccc3)CC2)C1 | -3%
O=C(CN1CCCCC1)Nc1ccccc1NC(=O)CN1CCCCC1 | -5%
Nc1c[n+](N2CCOCC2)no1 | -4%
COCCNC(=O)CN(C(=O)Cn1nnc2ccccc21)c1ccccc1 | 9%
CC(C)CC(=O)N1CCN(S(=O)(=O)c2ccc(F)cc2)CC1 | 0%
CCOC(=O)C1CCN(C(=O)CCCCn2c(=O)[nH]c3ccccc3c2=O)CC1 | 4%
O=C(Nc1nn[nH]n1)c1cccc(Oc2ccccc2)c1 | -7%
CN(C(=O)c1cccc(C#N)c1)c1nnc(C2CCCO2)s1 (stereo not drawn) | 2%
O=C(CSc1ncccn1)NCc1ccc(F)cc1 | -3%
Cn1ncc2c(Nc3ccc(-c4ccccc4)cc3)ncnc21 | -3%
CCCCCn1c(CN2CC(C)OC(C)C2)nc2c1c(=O)n(C)c(=O)n2C (stereo not drawn) | 10%
Cc1c(C(=O)OCC2CCCO2)[nH]c2c1C(=O)CC(c1ccc(N(C)C)cc1)C2 (stereo not drawn) | 5%
Nn1c(SCC(=O)Nc2ccc(F)cc2F)nnc1-c1cccnc1 | -5%
Cn1[nH]c(=O)c2ccccc2c1=O | 0%
COc1ccc(OCC(=O)Nc2ccccc2C(=O)N2CCCC2)cc1 | 2%
O=C(Nc1cc(Cl)ccc1N1CCOCC1)c1cnccn1 | -4%
CC(C)(C)NC(=O)CN(C(=O)C1CSC(=O)C1)c1ccc2c(c1)OCCO2 (stereo not drawn) | 7%
ClC(Br)Br | 9%
CC(=O)N(Cc1ccccc1)c1ncc2c(n1)c(=O)c(C#N)c1ccccn12 | 15%
Nc1c(C(=O)OCC2CCCO2)c2nc3ccccc3nc2n1C1CCCCC1 (stereo not drawn) | 13%
O=C(O)CCCCC1CCSS1 (stereo not drawn) | 7%
O=C(NC1CCCC1)C1CCCN1S(=O)(=O)c1cccc2cccnc12 (stereo not drawn) | 12%
CCOC(=O)C1=C(C)NC(=O)NC1c1ccc(OCCO)c(OC)c1 (stereo not drawn) | 9%
Cc1nc(N2CCc3ccccc3C2)[nH]c(=O)c1CCC(C)C | -5%
COC(=O)c1ccc(NC(=O)NS(=O)(=O)c2ccc(C)cc2)cc1 | 1%
c1ccc(-c2nnnn2CCOCCn2nnnc2-c2ccccc2)cc1 | -1%
CCNc1ncc2nc(-c3cn(C)c4ccccc34)c(=O)n(Cc3cccc(OC)c3)c2n1 | 21%
O=c1c2c3nc4ccccc4nc3n(-c3ccc4c(c3)OCCO4)c2ncn1C1CCCC1 | -4%
COCCN(CC(=O)Nc1ccccc1)S(=O)(=O)c1ccc(S(=O)(=O)N2CCCC2)cc1 | -2%
COc1ccc(N2CCN(C(=O)Cn3nnc(-c4cccs4)n3)CC2)cc1 | 13%
O=C(NCc1ccc(N2CCCC2=O)cc1)c1cn(CCc2ccccc2)nn1 | 2%
CN(CCCNC(=O)CN1C(=O)CC(C)(C)S(=O)(=O)c2ccccc21)C1CCCCC1 | -2%
COc1ccc(C2/C(=C(\O)c3cc(C)ccc3C)C(=O)C(=O)N2CCN(C)C)cc1OC (stereo not drawn) | -1%
COC(=O)Nc1nnc(Cc2ccc(OC)cc2)s1 | -3%
O=C(Nc1cc2nn(-c3ccccc3)nc2cc1Cl)c1ccco1 | -6%
OCc1n[nH]c(CO)n1 | 15%
CC(=O)C1C2c3ccccc3OC1(C)N=c1s/c(=C/c3cnn(C)c3)c(=O)n12 (stereo not drawn) | 0%
CC(C(=O)OCc1nnc(-c2ccccc2)o1)N1C(=O)c2ccccc2C1=O (stereo not drawn) | -2%
Cn1nnnc1SCC(=O)c1c(N)n(C)c(=O)n(C)c1=O | -1%
CCOc1ccccc1-n1c(COc2ccc(C)cc2)nnc1SCC(N)=O | 15%
CCOC(=O)c1ccc(NC(=O)CSc2nc(C)cc(=O)[nH]2)cc1 | 8%
Cc1ccc(S(=O)(=O)N(C)Cc2nc(-c3ccncc3)no2)cc1 | -3%
CCOc1ccc(N2CC(C(=O)Nc3ccccc3F)CC2=O)cc1 (stereo not drawn) | 2%
CCOC(=O)c1nn(-c2ccc(OC)cc2)c(=O)c2c(N)scc12 | -4%
O=C(c1ccco1)N1CCN(C(=O)C2CCN(S(=O)(=O)c3cccs3)CC2)CC1 | 15%
CCOC(=O)c1ccc2c(c1)NC(=O)C(N1CCN(c3ccc(OC)cc3)CC1)S2 (stereo not drawn) | 3%
OCCNc1nc(N2CCN(Cc3ccccc3)CC2)nc2ccccc12 | 18%
CCc1ccc(N2CC34C=CC(O3)C(C(=O)OC(C)C)C4C2=O)cc1 (stereo not drawn) | 6%
CC1CN=C(N(C(=O)Nc2ccccc2)c2ccc(S(=O)(=O)N3CCOCC3)cc2)S1 (stereo not drawn) | -2%
O=c1oc2ccccc2n1CCc1ccccc1 | -2%
CCOC(=O)N1CCN(CCC(=O)c2ccc(Cl)cc2)CC1 | 9%

(cont.)
SMILES | AmpC inh det
Cc1ccc(S(=O)(=O)N2CCOCC2)c(C)c1-n1cnnn1 | 0%
CCOc1cc(N2CCOCC2)c(OCC)cc1NC(=O)CCC1CCCC1 | -2%
COc1ccc(NS(=O)(=O)c2cccc(-c3nnc4n3CCCCC4)c2)cc1 | -2%
O=C(NCc1ccc(F)cc1)c1ccc(CS(=O)(=O)Cc2ccc(F)cc2)o1 | -10%
CN1CCN(C(=O)c2ccc3c(=O)n(CCc4ccccc4)c(=S)[nH]c3c2)CC1 | 6%
CN(C)C=Nc1ncc2c([nH]c3ccccc32)c1C#N | 8%
OC1(Cc2ccn[nH]2)CCCCC1 | -2%
Cn1c(CN2CCCCC2)nc2cc(NC(=O)c3ccc(F)cc3)ccc21 | -4%
CCOC(=O)N1CCC(NC(=O)CCC(=O)c2ccccc2)CC1 | 0%
CCc1nn(-c2cc(Cl)ccc2OC)c2c1C(=O)CCC2 | -3%
COc1ccc(S(=O)(=O)N(C)CC(=O)Nc2ccccc2C(F)(F)F)cc1 | -4%
CCOc1ccccc1N(CC(=O)Nc1ccccc1C(=O)OC)S(C)(=O)=O | 0%
O=C(CCCc1nc(-c2ccccc2)no1)Nc1cccnc1 | -3%
COc1ccc(-n2c(Cc3cccn3C)nnc2SCC(=O)N2CCC(C)CC2)cc1 | 3%
COc1ccc(OC)c(NS(=O)(=O)c2ccc3c(c2)CCC(=O)N3)c1 | 1%
CCOC(=O)C1=C(N)OC2=C(C(=O)CCC2)C1c1cccnc1 (stereo not drawn) | 2%
C=CCn1c(=O)c(C(=O)NCCc2ccccc2)c(O)c2ccccc21 | 7%
CCCN(c1ccc(C(C)C)cc1)S(=O)(=O)c1c(C)noc1C | -4%
O=c1ccnc(SCc2ccc(Cl)cc2)[nH]1 | -2%[5.75 µM]
CCOC(=O)c1nnn(-c2nonc2N)c1-c1ccccc1 | 0%
Cc1noc(C)c1CSc1cc(C)c2ccccc2n1 | -3%
CCCCC(CC)COP(=O)(OCC(CC)CCCC)OCC(CC)CCCC (stereo not drawn) | 7%
COc1ccc(NC(=O)C2CCN(c3cc(C)nc(-c4ccccc4)n3)CC2)cc1 | 0%
CCCOc1ccc(C(CC(=O)O)NS(=O)(=O)c2ccc(NC(C)=O)cc2)cc1 (stereo not drawn) | -2%
CN(CCc1ccccn1)Cc1ccc(Cl)cc1Cl | -2%
CCCCC(O)(C(NC=O)C(=O)OC)C(F)(F)F (stereo not drawn) | -4%
CCOC(=O)N1CCC(NC(=O)C2CCN(S(=O)(=O)c3c(C)noc3C)CC2)CC1 | -2%
CCOC(=O)C1Cc2cc3c(cc2C1=O)CC(C(=O)OCC)C3=O (stereo not drawn) | -5%
CCC(CC)C(=O)Nc1cccc(C(=O)N2CCOCC2)c1 | -3%
COC(=O)c1cc(=O)nc2scc(C)n12 | 4%
COc1cc(N)c(Cl)cc1C(=O)N[C@@H]1CN2CCC1CC2 | -2%
COCCCNC(CC(=O)Nc1ccccc1C(=O)OC)C(=O)O (stereo not drawn) | -3%
Cc1c(Cl)cccc1N1CC(C(=O)Nc2nccs2)CC1=O (stereo not drawn) | 6%
CC(c1ccccc1)n1cc(C(=O)NCCN2CCOCC2)nn1 (stereo not drawn) | -3%
CC(C(=O)N1CCN(C)CC1)N1C(=O)c2ccccc2C1=O (stereo not drawn) | -3%
CC(=O)[C@@H]1CC[C@H]2[C@H]3CC[C@H]4C[C@@H](O)CC[C@]4(C)[C@@H]3C(=O)C[C@@]12C | -2%[12.8 µM]
CCC(C)NC(=O)C(NS(=O)(=O)c1ccc2c(c1)c(=O)n(C)c(=O)n2C)c1ccccc1 (stereo not drawn) | 14%
C[N+]1(C)[C@@H]2CC[C@H]1CC(OC(=O)[C@@H](CO)c1ccccc1)C2 (stereo partly drawn) | -1%[12.8 µM]
CCOc1ccc(OCC)c(NC(=O)C2C3C=CC(O3)C2C(=O)NCc2ccco2)c1 (stereo not drawn) | -1%
c1ccc2[nH]c(SN3CCOCC3)nc2c1 | 6%

Another view of 3 compounds above.
CCOc1ccc(OCC)c(NC(=O)C2C3C=CC(O3)C2C(=O)NCc2ccco2)c1 (stereo not drawn)
- AmpC inh det = -1%
CC(=O)[C@@H]1CC[C@H]2[C@H]3CC[C@H]4C[C@@H](O)CC[C@]4(C)[C@@H]3C(=O)C[C@@]12C
- AmpC inh det = -2%[12.8 µM]
C[N+]1(C)[C@@H]2CC[C@H]1CC(OC(=O)[C@@H](CO)c1ccccc1)C2 (stereo partly drawn)
- AmpC inh det = -1%[12.8 µM]

Remaining list, next part:
SMILES | AmpC inh det
O=C(O)COc1ccc2c(c1)OCCO2 | 7%
CS(=O)(=O)N1CCc2cc(S(=O)(=O)Nc3ccc4c(c3)OCCO4)ccc21 | -7%
CCN(CCCNC(=O)C1CCN(S(=O)(=O)c2cnc[nH]2)CC1)c1ccccc1 | -3%
COC(=O)c1cc(S(=O)(=O)N2CCC(C)CC2)ccc1F | -1%
CCOC(=O)c1ccc(NC2c3ncccc3C(=O)N2Cc2ccc(F)cc2)cc1 (stereo not drawn) | 0%
CCOC(=O)c1ccc(NC(=O)CCc2nc(-c3cccc(C)c3)no2)cc1 | -1%
COc1ccc(-c2cn3c(C)c(C(=O)Nc4cccc(NC(C)=O)c4)sc3n2)cc1 | -3%
CCNC(=O)[C@@H]1O[C@@H](n2cnc3c(NCc4ccccc4)ncnc32)[C@@H](O)[C@H]1O | -3%
COCCSc1ccccc1C(=O)NCc1ccco1 | -1%
CCOc1ccc(N(CC(=O)Nc2ccccc2)S(C)(=O)=O)cc1 | 10%
CCCCCCCCCCCCCl | 10%
Cc1c(C#N)sc2nc(-c3ccccc3)nc(N3CCCC3)c12 | 2%
N#Cc1ccsc1NC(=O)COc1ccc(-c2nnco2)cc1 | -1%
O=C(c1ccc(COc2ccc(F)cc2)o1)n1cccn1 | 9%
CN1CCC2(CC1)CCN(C(=O)c1ccco1)CC2 | 0%
O=C(O)c1cc(S(=O)(=O)NCc2ccco2)c(Cl)cc1Cl | -3%
CC(C)n1c(SCC(=O)c2ccc3c(c2)OCCO3)nc2c1c(=O)n(C)c(=O)n2C | 13%
CCc1ccc(-c2nc(CN3CCC(C(=O)NCCN(CC)c4ccccc4)CC3)c(C)o2)cc1 | -3%

Bioassay records (PubChem)
